Bioassay records deposited in PubChem by National Center for Advancing Translational Sciences (NCATS).
NPC1 promoter act: qHTS Assay for NPC1 Promoter Activators; Huh7 NPC1 promoter luciferase reporter, 24 h; Potency, µM (doses to about 9.22 µM), inactives show at the top dose activation, actives largely listed as activators; actives 2.4% (n = 320,000); AID 485313, 2010;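 further: potency means the concentration at half of the fitted maximal effect; % of control where 0% means no effect; nearly all actives have a fitted effect of over 60% in size; reporter is driven by a mutant NPC1 promoter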
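Luminescence from an NPC1 promoter-driven luciferase reporter in stably transfected Huh7 cells was measured after 24 h compound treatment at 37 °C, followed by 10 min ambient incubation with luciferase detection reagent.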
VP16 counter: VP16 counterscreen qHTS for inhibitors of ROR gamma transcriptional activity | Drosophila S2 Gal4-VP16 UAS-luciferase, luminescence, 20 h | Potency, µM (series often up to 53.6 µM), for inactives: at the highest dose activity, negative = inhibition, most hits filed as inhibitors | actives 3.5% (n = 310,000);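 further: Gal4-VP16 expression switched on by copper sulfate through the metallothionein promoter; potency means the concentration at half of the fitted maximal effect; on the % scale 0 is the no-effect control and ±100 the full control effect; nearly all actives have a fitted effect of over 50% in size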
Rab9 prom act: qHTS Assay for Rab9 Promoter Activators; Huh7 Rab9 promoter-luciferase reporter, luminescence, 24 h; Potency, µM (doses to about 9.22 µM), without a hit: at the top dose activation, negative = inhibition, most hits filed as activators; actives 2.8% (n = 320,000); AID 485297, 2010; further: potency means the concentration at half of the fitted maximal effect; % of control where 0% means no effect; nearly all actives have a fitted effect of over 60% in size
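Huh7 reporter line, Rab9 promoter upstream of luciferase. Compound exposure 24 h at 37 °C in reduced-serum medium with 10% FBS. Read-out: luminescence.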
RORgamma inh: qHTS for inhibitors of ROR gamma transcriptional activity. AID 2551, 2010. actives 5.4% (n = 310,000). Potency, µM (series often up to 53.6 µM), inactives show top-dose activity change, negative = inhibition, actives largely listed as inhibitors. Drosophila S2 Gal4-RORgamma UAS-luciferase reporter, 20 h. Nuclear receptor ROR-gamma (Mus musculus), P51450; further: potency means the concentration at half of the fitted maximal effect; on the % scale 0 is the no-effect control and ±100 the full control effect; nearly all actives have a fitted effect of over 60% in size
Target sequence (P51450 whole entry, looked up, the tested form may be a part): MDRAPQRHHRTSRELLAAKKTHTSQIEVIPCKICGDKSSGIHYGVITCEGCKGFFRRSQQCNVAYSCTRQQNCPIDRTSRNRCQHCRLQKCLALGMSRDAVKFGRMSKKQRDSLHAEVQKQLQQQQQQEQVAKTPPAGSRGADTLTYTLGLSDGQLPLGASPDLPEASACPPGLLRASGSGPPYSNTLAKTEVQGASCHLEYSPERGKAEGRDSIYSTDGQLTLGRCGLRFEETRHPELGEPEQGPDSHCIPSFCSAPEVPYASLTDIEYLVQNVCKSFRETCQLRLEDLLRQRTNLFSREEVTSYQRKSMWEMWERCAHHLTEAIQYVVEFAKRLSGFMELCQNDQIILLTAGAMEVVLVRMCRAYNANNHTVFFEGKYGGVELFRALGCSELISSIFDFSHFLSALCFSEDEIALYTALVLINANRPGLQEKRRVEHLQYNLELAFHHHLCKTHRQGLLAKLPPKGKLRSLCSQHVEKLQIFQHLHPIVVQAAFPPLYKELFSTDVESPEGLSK
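Luciferase reporter read in Schneider cells carrying Gal4-RORγ (mouse) and UAS-Photinus luciferase; cells given compound 1 h before 700 uM copper sulfate induction, then incubated 20 h at ambient temperature.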
Menin MLL FP TR: qHTS Assay for Inhibitors Targeting the Menin-MLL Interaction in MLL Related Leukemias: Competition With Texas Red Labeled MLL-derived Mutant Peptide; actives 0.23% (n = 270,000); Potency, µM (titrated, usually from 61.6 µM), without a hit: top-dose FP activity change, negative = inhibition, most hits filed as inhibitors; O00255; Menin + Texas Red MLL mutant peptide, fluorescence polarization; active means well fitted inhibition curve with a large enough effect in the polarisation, with a control signal flat, not every such curve was filed as active; inconclusive means small, poorly fitted or top-dose-only effect, or effect the other way, or a change in a side signal; inactive means no such curve, though single readings can be large or run the other way; the % refers to the polarisation; further: potency means the concentration at half of the fitted maximal effect; % of control where 0% means no effect; many of its hits are not listed in these tables
Target sequence (O00255 whole entry, looked up): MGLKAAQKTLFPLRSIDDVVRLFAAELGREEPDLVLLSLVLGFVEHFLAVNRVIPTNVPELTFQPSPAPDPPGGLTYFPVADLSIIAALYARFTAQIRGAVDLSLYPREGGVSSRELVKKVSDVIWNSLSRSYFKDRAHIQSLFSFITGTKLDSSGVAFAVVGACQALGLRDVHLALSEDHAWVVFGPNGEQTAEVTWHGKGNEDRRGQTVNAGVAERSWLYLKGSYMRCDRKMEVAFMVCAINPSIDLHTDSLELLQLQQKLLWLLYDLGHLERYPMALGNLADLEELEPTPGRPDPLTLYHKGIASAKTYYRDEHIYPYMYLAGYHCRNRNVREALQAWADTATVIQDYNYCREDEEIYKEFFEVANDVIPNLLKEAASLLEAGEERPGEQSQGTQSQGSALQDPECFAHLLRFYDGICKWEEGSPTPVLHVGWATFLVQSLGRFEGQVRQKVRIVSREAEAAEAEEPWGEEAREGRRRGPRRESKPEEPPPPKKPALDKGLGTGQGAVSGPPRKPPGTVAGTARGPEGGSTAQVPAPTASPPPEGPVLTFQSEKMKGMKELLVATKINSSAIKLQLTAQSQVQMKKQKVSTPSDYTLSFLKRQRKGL
ELG1 DNA repair: qHTS screen for small molecules that inhibit ELG1-dependent DNA repair in human embryonic kidney (HEK293T) cells expressing luciferase-tagged ELG1 | HEK293T ELG1-luciferase reporter, luminescence, 16 h; DNA damage induced by 5-fluorouridine | AID 504467, 2011 | actives 2.3% (n = 330,000) | Potency, µM (series often up to 46.1 µM), without a hit: at the highest dose activity change, negative = inhibition, usual class: inhibitors; further: potency means the concentration at half of the fitted maximal effect; on the % scale 0 is the no-effect control and ±100 the full control effect; nearly all actives have a fitted effect of over 55% in size
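Step one: seed 2,000 cells per well. Step two: pin-transfer compound or DMSO alongside 5-fluorouridine. Step three: incubate 16 hr, 37 °C, 5% CO2. Step four: add ONE-Glo, wait 30 min, read luminescence.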
FLuc counter: qHTS profiling assay for firefly luciferase inhibitor/activator using purifed enzyme and Km concentrations of substrates (counterscreen for miR-21 project). actives 6.9% (n = 360,000). purified FLuc, Km substrates, luminescence inhibition. Potency, µM (top dose mostly 57.5 µM), for inactives: at the top dose activity change, negative = inhibition, hits mostly inhibitors. Luciferin 4-monooxygenase (Photinus pyralis), P08659;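 further: potency means the concentration at half of the fitted maximal effect; plate controls were vehicle for no effect and reference inhibitor for full effect; nearly all actives have a fitted effect of over 55% in size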
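Biochemical qHTS of compounds, final roughly 60 µM downward over six points, against 10 nM purified firefly luciferase using Km concentrations of substrates (10 uM D-luciferin, 10 uM ATP) in Tris acetate pH 7.5 buffer; luminescence output.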
MBNL1 CUG block: qHTS Assay for Inhibitors of MBNL1-poly(CUG) RNA binding; Muscleblind-like protein 1 (Homo sapiens), Q9NR56; TR-FRET MBNL1-His/biotin-(CUG)12 binding, 665/545 ratio; Potency, µM (highest dose often 57.5 µM), for the others: at the highest dose activity change, negative = inhibition, usual class: inhibitors; actives 0.036% (n = 280,000); AID 2675, 2010; active means well fitted inhibition curve with a large enough effect in the signal ratio, with a control signal flat, not every such curve was filed as active; inconclusive means small, poorly fitted or top-dose-only effect, or effect the other way, or a change in a side signal; inactive means no such curve, though single readings can be large or run the other way; the % refers to the signal ratio; further: potency means the concentration at half of the fitted maximal effect; on the % scale 0 is the no-effect control and ±100 the full control effect
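MBNL1-His + Biotin-(CUG)12, cpd titration 92 nM–58 uM; Tb anti-His Ab 0.055 ng/ul, SA-XL665 5 nM (final); 60 min RT; ratiometric 665/545 nm, Ex 340 nm; normalized to buffer and full-complex controls.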
Mito fusion yeast: qHTS Assay for Small Molecule Inhibitors of Mitochondrial Division or Activators of Mitochondrial Fusion. S. cerevisiae fusion-defective mutant growth rescue, CellTiterGlo 48 h. Potency, µM (top dose mostly 46.1 µM), for inactives: at the highest dose growth rescue (activation), actives largely listed as activators. actives 0.23% (n = 320,000);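 further: potency means the concentration at half of the fitted maximal effect; % of control where 0% means no effect; nearly all actives have a fitted effect of over 45% in size; temperature-sensitive fusion mutants such as fzo1-1 at 37 °C on non-fermentable ethanol glycerol medium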
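Growth-rescue viability read-out: after 48 h at the non-permissive 37C in glycerol/ethanol YPEG, yeast mitochondrial fusion mutants are measured by CellTiterGlo luminescence; compounds (23 nl pinned per well) restoring growth score as division inhibitors or fusion activators.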
KCNH2 3.1 inh: qHTS for Inhibitors of KCHN2 3.1: Mutant qHTS; Potassium voltage-gated channel subfamily H member 2, brain isoform KCNH2 3.1 (human); U2OS KCNH2 3.1, thallium flux FluxOr; hits give low values; activity change, % (tested at about 1.8 µM); actives 0.95% (n = 340,000);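 active means maximum activity change below -70%; inconclusive means maximum activity change from -70% to -50%; inactive means maximum activity change above -50%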;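 further: thallium influx rate constant from kinetic fluorescence after stimulation buffer; on the % scale 0 is the no-effect control and ±100 the full control effect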
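Kinetic fluorescence (2 min after stimulation buffer) measures Tl+ influx through KCNH2 3.1 expressed by viral transduction in U2OS cells; the rate constant is normalized against DMSO controls serving as positive and negative references.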
PKM2 activator: qHTS Assay for Activators of Human Muscle isoform 2 Pyruvate Kinase. AID 1631, 2009. actives 0.34% (n = 260,000). purified PKM2, Kinase-Glo ATP luminescence, activation; response scale: 0% is enzyme alone, no compound. Potency, µM (series often up to 57.5 µM), for the others: at the highest dose activation, usual class: activators; further: potency means the concentration at half of the fitted maximal effect; on the % scale 0 is the no-effect control and ±100 the full control effect; nearly all actives have a fitted effect of over 55% in size
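Purified hPK-M2 (>95% pure) converted ADP (0.1 mM final) to ATP with 0.5 mM PEP in 50 mM imidazole pH7.2, KCl, MgCl2, Tween 20, BSA; 1 h at room temperature. ATP detected by Kinase-Glo luminescence.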
Active calls of the source: *; u = inconclusive; x = not tested or not shown; [ ] = another dose, or the depositor's remark. Unless noted, the call rests on the fitted dose curve; in most records, active means well fitted curve in the direction sought with a large enough effect; inconclusive means small, poorly fitted or top-dose-only effect, or another doubt; inactive means no such curve, though single readings can be large; an effect the other way counts as inactive or inconclusive. Only part of the results is shown (hit frequency here may not be typical).

Below each SMILES: ELG1 DNA repair | KCNH2 3.1 inh | VP16 counter | NPC1 promoter act | RORgamma inh | PKM2 activator | MBNL1 CUG block | Menin MLL FP TR | Rab9 prom act | Mito fusion yeast | FLuc counter
- CC1Cc2cc(/C=C3/SC(=S)N(C)C3=O)ccc2O1 (stereo unspecified)
  u | -2 | -1% | u | 3% | 0% | 3% | x | u | 6% | 1.1µM*
- COC(=O)C1=C(C)NC(C)=C(C(=O)OC)C1c1cc2ccc(C)cc2[nH]c1=O
  -23% | -9 | -10% | -2% | -35% | 3% | 1% | -9% | 4% | 1% | -1%
- CCc1nn(C)c(N)c1C
  -1% | 7 | 6% | -4% | -18% | 0% | -10% | 8% | -12% | -3% | -1%
- O=[N+]([O-])c1ccccc1OCCNCc1ccccc1
  23% | 14 | -15% | 5% | 18%[1.91 µM] | 1% | 10% | -6% | 12% | -1% | -18%
- COc1ccc(NC(=O)NCCN2CCN(c3cc(OC)ccc3OC)CC2)cc1
  -15% | -13 | -12% | -4% | 23% | -4%[11.5 µM] | 1% | 3% | -2% | -2% | 5%
- Cc1ccc(-n2ncc3c2CCCC3NC(=O)CCN2CCCC2=O)cc1C (stereo unspecified)
  1% | -2 | 6% | 1% | 16% | x | 2% | x | -2% | -14% | -1%
- Nc1nc2c(cnn2CCc2ccccc2)c2nc(-c3ccco3)nn12
  x | x | -21% | u | -34% | -1% | x | 3% | u | u | x
- O=C1CCN(C(=O)Nc2ccccc2)N1
  8% | 15 | 6% | 8% | 19% | 1% | 6% | 12% | -1% | -1% | 3%
- Nc1nnn(CC(=O)N/N=C/c2ccco2)n1
  -3% | 3 | -2% | -1% | 1% | 0% | x | x | 2% | -1% | -1%
- CCOC(=O)c1ccc(NC(=O)CSc2nnc(C)n2-c2ccccc2)cc1
  -12% | 4 | 11% | 5% | 31% | 0% | -6% | 0% | -4% | -4% | -7%
- Clc1ccc(C2=Nn3c(nnc3-c3cccs3)SC2)cc1
  2% | -14 | -4% | -3% | -16% | -6% | 8% | -23% | -3% | 0% | 7%
- Cc1cc(C)nc(Nc2ccc(N3CCCC3)cc2)n1
  -11% | -39 | -5% | 20% | 1% | -4% | 16% | u | 26% | -10% | 19µM*
- Cc1ccc(S(=O)(=O)NCC(=O)N(CC(=O)NCc2ccc(F)cc2)CC2CCCO2)cc1 (stereo unspecified)
  0% | -19 | 5% | -9% | -33% | x | 0% | u | 0% | 0% | 0%
- O=C(OCC(=O)N1CCCc2ccccc21)c1cccc(S(=O)(=O)N2CCc3ccccc32)c1
  -17% | -13 | -1% | 1% | -7% | -1% | -9% | -10% | -5% | 11% | 5%
- COc1ccccc1C1OC2=C(Nc3ccc([N+](=O)[O-])cc3N2)C1=O (stereo unspecified)
  23µM* | -8 | 4% | 1% | -2% | 20% | u | -2% | -7% | -9% | -1%
- Cc1ccccc1NS(=O)(=O)c1cc(C(=O)N2CCc3ccccc3C2)ccc1C
  -15% | -7 | -7% | -4% | 38% | 3% | -7% | -3% | 0% | 8% | 4%
- CN(C)C=NC(=O)c1[nH]c2ccc(Cl)cc2c1-c1ccccc1
  -17% | 20 | 1% | -13% | 6% | x | -5% | u | 0%[1.84 µM] | -12% | 3%
- COc1ccccc1CC(=O)Nc1ccon1
  -1% | 4 | -2% | -1% | 3% | -1% | 6% | 12% | 4% | 5% | 4%
- CSCCC(NC(=O)c1ccco1)C(=O)Nc1ccc(C)c(S(=O)(=O)N2CCOCC2)c1 (stereo unspecified)
  -8% | -2 | x | 1% | x | x | x | x | -3% | -3% | 3%
- COc1cccc(C2/C(=C(/O)c3ccc4c(c3)CC(C)O4)C(=O)C(=O)N2CCCn2ccnc2)c1 (stereo unspecified)
  5% | -7 | 0% | 0% | 4% | -1% | 27% | 2% | -2% | 4% | -1%
- Cc1cccc(OCCN2C(=O)C(=O)c3cc(C)ccc32)c1
  -11% | -2 | -9% | -11% | 19% | 0% | u | u | -18% | -1% | 12µM*
- COc1ccc(CN(CC2CCCO2)C(=O)c2cc3sccc3n2C)c(OC)c1 (stereo unspecified)
  u | -22 | 3% | 3% | u | 2% | -2% | u | -5% | u | 2%
- COc1cc(CCN2C(=O)c3cccc4cccc(c34)C2=O)c(S(=O)(=O)N2CCCCCC2)cc1OC
  u | -5 | -13% | 3% | 34% | -1% | 42%[activator] | 14% | -4% | 19% | u
- CC(C)(C)n1nc2c(c1NC(=O)c1cccc(Cl)c1)CS(=O)(=O)C2
  10% | 40 | 15% | -2% | 16% | x | -10% | -25% | 12% | 11% | 0%
- N#Cc1cccc(NC(=O)CSc2n[nH]c(=O)[nH]c2=O)c1
  -3% | 6 | -6% | -7% | -12% | 1% | -5% | -1% | -1% | -1% | 0%
- CC(Sc1cccc[n+]1[O-])C(=O)Nc1cccc([N+](=O)[O-])c1 (stereo unspecified)
  u | -3 | -16% | -3% | 25% | 1% | u | 12% | 0% | 0% | -2%
- COc1cccc(C(=O)COc2cccc(NC(=O)c3cccc([N+](=O)[O-])c3)c2)c1
  13µM* | -48 | 1% | -3% | u | -1% | 23% | u | -2% | 13% | u
- Cc1nn(C(C)(C)C)c(OC(=O)c2ccc(Br)o2)c1Sc1ccccc1
  22% | 9 | 9% | 0% | -9% | -3% | -6% | -5% | 1% | 6% | -2%
- CCOc1ncccc1C(=O)OCC(=O)Nc1cc(S(=O)(=O)N2CCOCC2)ccc1Cl
  -20% | 7 | -7% | -1% | u | -8% | -15% | -9% | -3% | -1% | -2%
- CCCC(=O)Nc1sc2c(c1C#N)CC(C)(C)NC2(C)C
  25% | 22 | -15% | 0% | u | 1% | -9% | -13% | -1% | 7% | 2%

2 entries from above, field by field.
CCCC(=O)Nc1sc2c(c1C#N)CC(C)(C)NC2(C)C
  ELG1 DNA repair: 25%	KCNH2 3.1 inh: 22	VP16 counter: -15%	NPC1 promoter act: 0%	RORgamma inh: u	PKM2 activator: 1%	MBNL1 CUG block: -9%	Menin MLL FP TR: -13%	Rab9 prom act: -1%	Mito fusion yeast: 7%	FLuc counter: 2%

CC(C)(C)n1nc2c(c1NC(=O)c1cccc(Cl)c1)CS(=O)(=O)C2
  ELG1 DNA repair: 10%	KCNH2 3.1 inh: 40	VP16 counter: 15%	NPC1 promoter act: -2%	RORgamma inh: 16%	PKM2 activator: x	MBNL1 CUG block: -10%	Menin MLL FP TR: -25%	Rab9 prom act: 12%	Mito fusion yeast: 11%	FLuc counter: 0%

(next part)
Below each SMILES: ELG1 DNA repair | KCNH2 3.1 inh | VP16 counter | NPC1 promoter act | RORgamma inh | PKM2 activator | MBNL1 CUG block | Menin MLL FP TR | Rab9 prom act | Mito fusion yeast | FLuc counter
- CCCc1cc(=O)[nH]c(-n2[nH]c3c(c2=O)CCCC3)n1
  u | 6 | 3.5µM* | 0% | 2.2µM* | -1% | 4% | -13% | -6% | -1% | -1%
- CC1S/C(=N/N=C/c2cccs2)NC1=O (stereo unspecified)
  u | -2 | 7.1µM* | 0% | 2.2µM* | 8% | 4% | 4% | 2% | -4% | u
- CCN(CC)S(=O)(=O)c1cccc(C(=O)N/N=C/c2c(C)nn(-c3ccccc3)c2Cl)c1
  16% | -5 | u | 3% | -1% | 3% | -5% | -8% | -1% | -6% | 3%
- CN1CCN(C(=S)Nc2ccc(Oc3ccccc3)cc2)CC1
  0% | x | 0% | -1% | 11µM* | 1% | -6% | -1% | -6% | -2% | -1%
